KCNQ2 inh – KCNQ2 channel blockers in CHO-K1 cells – cell-based, FluxOR thallium flux, B-score, primary screen (AID 2156) | 310,000 compounds, 1.1% hits | 20 min; active compounds read low | O88943 | B-score at 10 µM;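 active = fluorescence ratio B-score at most minus 3 library SDs, with starting brightness B-score within 2 library SDs, cut at about -5.5 in these data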
Kir21 inh – inhibitors of mouse Kir2.1 inward-rectifier potassium channel | P35561 | HEK293-Kir2.1, FluxOR thallium flux fluorescence; active compounds read low | B-score at 10 µM | 310,000 compounds, 0.85% hits;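 active = fluorescence ratio B-score at or below minus 3 SD of library scores, with starting-brightness B-score within 2 SD, cut at about -4.2 in these data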;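 also: channel flux triggered by added potassium and thallium sulfate stimulus; B-score of peak minus minimum fluorescence over baseline after thallium stimulus; more negative B-score means stronger Kir2.1 block with less thallium influx; some compounds called inactive have numbers as strong as hits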
Target sequence (P35561 whole entry, looked up): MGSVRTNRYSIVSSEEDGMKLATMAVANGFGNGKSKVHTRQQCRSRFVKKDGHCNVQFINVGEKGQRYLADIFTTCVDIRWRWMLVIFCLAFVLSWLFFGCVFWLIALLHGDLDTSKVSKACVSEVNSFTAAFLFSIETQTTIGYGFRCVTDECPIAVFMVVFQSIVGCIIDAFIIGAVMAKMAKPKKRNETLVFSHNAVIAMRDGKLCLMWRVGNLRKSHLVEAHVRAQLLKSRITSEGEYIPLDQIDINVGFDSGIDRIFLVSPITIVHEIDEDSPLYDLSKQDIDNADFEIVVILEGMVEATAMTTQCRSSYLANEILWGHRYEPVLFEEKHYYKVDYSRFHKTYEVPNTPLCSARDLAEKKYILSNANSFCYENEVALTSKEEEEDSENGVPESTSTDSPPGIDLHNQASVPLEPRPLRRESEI
* = called active by the depositor; i = inactive.

SMILES	KCNQ2 inh	Kir21 inh
O=C(N=Nc1c(O)[nH]c2ccccc12)c1cc(NS(=O)(=O)c2cccs2)cc(NS(=O)(=O)c2cccs2)c1	i	3.6
CN(CC(=O)N1CCN(c2ccccn2)CC1)S(=O)(=O)c1ccc(Br)cc1	i	0.79
O=C(Nc1cccnc1)c1ccccc1O	i	-1.42
Fc1ccc(CCNC(=S)Nc2ccc(F)c(Cl)c2)cc1	i	-3.66
CC1CCCC(NS(=O)(=O)c2cc(Br)cnc2N)C1C (stereo unspecified)	i	-3.2
CCN(CC)CCCN=C(C)C1=C(O)c2ccccc2C1=O	i	-0.39
Clc1ccc2nc(-c3ccc(Br)s3)cn2c1	i	-0.02
COc1ccc(C(=O)Cn2nnc(-c3ccccc3NC(=O)C3CC3)n2)cc1	i	1.59
Cc1ccc(S(=O)(=O)NCCC(=O)NCc2ccccc2)cc1	i	0.95
CC1CCCCN1CCCNC(=O)C1CCN(c2nnc(-n3cccc3)s2)CC1 (stereo unspecified)	i	0.42
CC(=O)c1ccc(OCc2cc(C(=O)N(C)Cc3ccccn3)no2)cc1	i	-2.3
Cc1ccc(N(CCC#N)C(=O)COC(=O)C2CCN(S(=O)(=O)c3ccc(C)c(C)c3)CC2)cc1	i	-0.93
COCc1cc(C)nc(SCC[N+](C)(C)CC(=O)c2ccccc2)c1C#N	i	0.33
O=C(NCc1ccccc1)C1(c2ccccc2)CCN(S(=O)(=O)c2ccccc2)CC1	i	0.59
Cc1cc(C)cc(NC(=O)N2c3ccccc3NC(=O)CC2C)c1 (stereo unspecified)	i	-1.63
O=C1NC(=Nc2ccc(O)cc2)S/C1=C/c1ccco1	i	-0.92
CCCCOc1ccc(C(=O)N2CCCC2)cc1	i	0.85
O=C(CSc1ncnc2sc3c(c12)CCCC3)c1ccccc1	i	-1.25
N/C(=N\OC(=O)N1c2ccccc2Sc2ccccc21)c1ccccc1	-6.49*	0.07
CC(C(=O)N(C)C)N1c2cccc3cccc(c23)S1(=O)=O (stereo unspecified)	i	-1.29
Cc1ccc(S(=O)(=O)N2CCCCC2)cc1NC(=O)COC(=O)C1=COCCO1	i	0.91
Cc1cccc(NC(=O)C(C)N2C(=O)C3C4CC(C(Br)C4Br)C3C2=O)c1 (stereo unspecified)	i	-0.69
O=C(CN1C(=O)C2CC=C(Cl)CC2C1=O)N1CCOCC1 (stereo unspecified)	i	0.24
O=C1CC(Nc2ccccc2)C(=O)N1CCc1ccccc1 (stereo unspecified)	i	0.09
O=S(=O)(Nc1ccc(-c2nnc(SCc3ccc(Cl)cc3)o2)cc1)c1ccccc1	i	0.37
New compounds follow.
SMILES	KCNQ2 inh	Kir21 inh
CC(C)(C)C(=O)Oc1cc(N)n(S(=O)(=O)c2ccccc2)n1	i	0.44
CCN(CC(=O)NCc1cccs1)C(=O)CCC(=O)c1ccc(F)cc1	i	2.38
O=C(NCCOc1ccc(F)cc1)C1CCC(=O)N(CC2CCCCC2)C1 (stereo unspecified)	i	-1.58
O=C(CCc1nnc(C2CCCCC2)o1)N1CCN(c2ccccc2F)CC1	i	-0.87
CC(=O)N(C)c1ccc(NC(=O)c2ccccc2C(=O)O)cc1	i	0.68
Cc1cccc(C(=O)Oc2ccc(/C=N/NC(=O)c3ccccc3O)cc2)c1	i	0.45
CCOc1ccc2c(c1)c(C(C)=O)c(C)n2-c1ccccc1	i	0.86
Nc1c(C(=O)O)cnc2nc(N3CCOCC3)nn12	i	0.06
COc1cc(CC(=O)O)ccc1O	i	-1
CC1(C)C(=O)Nc2ccccc2N1C(=O)COC(=O)COc1cccc(C(F)(F)F)c1	i	0.73
CC(=O)c1sc(-c2ccc(F)cc2F)nc1C	i	2.2
CC[n+]1oc(-c2ccccc2)cc1C	i	-0.24
COC(=O)C(Cc1ccccc1)NC(=S)NC(=O)c1ccccc1 (stereo unspecified)	i	0.37
Clc1ccc(-c2nnc3ccccn23)cc1	i	0
NS(=O)(=O)c1ccc(CCNC(=O)/C=C/c2ccccc2[N+](=O)[O-])cc1	i	-0.35
Cc1cc(Br)ccc1NC(=O)C1CSC2(C)CCC(=O)N12 (stereo unspecified)	i	0.01
Cc1cccc(Cc2c(C)nc3c(C(=O)N4CCN(Cc5ccc6c(c5)OCO6)CC4)cnn3c2C)c1	i	-1.79
CN(C)C(=O)COC(=O)c1ccccc1Nc1ccc(SC(F)F)cc1	i	1.08
CC(C)Cc1nnc(NC(=O)CCC(=O)Nc2ccc(F)cc2)s1	i	1.92
CC(OC(=O)c1cc(Cl)ccc1[N+](=O)[O-])C(=O)NC(C)c1ccc(F)cc1 (stereo unspecified)	i	-0.31
CN(C)CCCN1C(=O)CSC1c1ccccc1 (stereo unspecified)	i	-1.19
CSc1cc(-c2ccccc2)n(Cc2ccc(Cl)cc2Cl)c(=O)c1C#N	i	0.01
CCc1ccccc1NC(=O)Nc1cccs1	i	0.84
O=C(c1ccc2c(c1)C(=O)N(Cc1ccco1)C2=O)N1CCOCC1	i	0.18
CC1CCCN(C(c2cccs2)c2nnnn2Cc2ccccc2)C1 (stereo unspecified)	i	-0.58
Going on with the list.
SMILES	KCNQ2 inh	Kir21 inh
O=C(Cn1cc(SCc2ccc(Cl)cc2)c2ccccc21)N1CCOCC1	i	-1.81
Cc1nnc(SCc2ccccc2)n(N)c1=O	i	2.54
Cc1ccccc1OCCOC(=O)c1c(-c2ccccc2)noc1C	i	0.02
OCCC1CN(Cc2cc3ccccc3o2)CCN1Cc1ccc(F)cc1 (stereo unspecified)	i	-1.45
CCOC(=O)CCc1cnccc1-c1cccc(OC)c1O	i	1.98
CC1(C)Cc2cccc(OCC(=O)N3CCN(c4ccc(F)cc4)CC3)c2O1	i	0.03
OC(COC(c1ccccc1)c1ccccc1)CN1CCc2ccccc2C1 (stereo unspecified)	i	-3.67
COC(=O)c1c(C(=O)OC)c2ccncn2c1Cl	i	-0.04
Nc1nnc(CSCc2ccccc2Cl)s1	i	-0.42
COc1ccc(-c2nn(CCC#N)cc2/C=N/O)cc1OC	i	-0.37
O=C(CNc1cccc2ccccc12)N/N=C/c1cccc(Oc2ccccc2)c1	i	-0.16
Cc1ccc(NS(=O)(=O)c2ccc3c(c2)NC(=O)CCS3)c(Cl)c1	i	0
Cc1ccc(Cl)cc1N1CCN(CC(O)COCc2ccco2)CC1 (stereo unspecified)	i	1.65
CC(N=Cc1cccc(O)c1O)c1ccccc1 (stereo unspecified)	i	-0.03
COc1ccc(OC)c(S(=O)(=O)Nc2ccccc2C(=O)O)c1	i	-0.07
CCN(CC)CCn1c2c(c(SCC(=O)Nc3nc4ccccc4s3)nc1=O)CCCC2	i	0.03
Cc1ccc2nc(NC(=O)CCNS(=O)(=O)c3ccc(Br)s3)sc2c1	i	-0.29
O=C(Nc1ccc(Cl)c(S(=O)(=O)N2CCOCC2)c1)c1cn2ccccc2n1	i	-0.24
O=C(CCc1ccccc1)Nc1ncn[nH]1	i	0.93
CN(Cc1ccccc1)Cc1c[nH]c2ccccc12	i	1.2
COc1ccc(NC(=O)COc2ccc(C(=O)NC3CCCc4ccccc43)cc2OC)cc1 (stereo unspecified)	i	-1.08
COc1ncccc1-c1nnn(-c2ccc(F)cc2)n1	i	0.71
COc1ccc(C)cc1NC(=O)C(Sc1nnc(Nc2cc(C)ccc2OC)s1)c1ccccc1 (stereo unspecified)	i	0.56
Nc1ccc(N2CCN(c3ccc(F)cc3)CC2)cc1	i	1.82
CCN(CC)Cc1c(C(=O)N/N=C/c2cccs2)nnn1-c1nonc1N	i	-0.48

Ordered by SMILES length (low to high): part of the list above
SMILES	KCNQ2 inh	Kir21 inh
Nc1nnc(CSCc2ccccc2Cl)s1	i	-0.42
Cc1nnc(SCc2ccccc2)n(N)c1=O	i	2.54
CN(Cc1ccccc1)Cc1c[nH]c2ccccc12	i	1.2
COC(=O)c1c(C(=O)OC)c2ccncn2c1Cl	i	-0.04
COc1ncccc1-c1nnn(-c2ccc(F)cc2)n1	i	0.71
COc1ccc(-c2nn(CCC#N)cc2/C=N/O)cc1OC	i	-0.37
Cc1ccccc1OCCOC(=O)c1c(-c2ccccc2)noc1C	i	0.02
OCCC1CN(Cc2cc3ccccc3o2)CCN1Cc1ccc(F)cc1 (stereo unspecified)	i	-1.45
OC(COC(c1ccccc1)c1ccccc1)CN1CCc2ccccc2C1 (stereo unspecified)	i	-3.67
O=C(Cn1cc(SCc2ccc(Cl)cc2)c2ccccc21)N1CCOCC1	i	-1.81
CCN(CC)Cc1c(C(=O)N/N=C/c2cccs2)nnn1-c1nonc1N	i	-0.48
Cc1ccc2nc(NC(=O)CCNS(=O)(=O)c3ccc(Br)s3)sc2c1	i	-0.29
O=C(CNc1cccc2ccccc12)N/N=C/c1cccc(Oc2ccccc2)c1	i	-0.16
CC1(C)Cc2cccc(OCC(=O)N3CCN(c4ccc(F)cc4)CC3)c2O1	i	0.03
O=C(Nc1ccc(Cl)c(S(=O)(=O)N2CCOCC2)c1)c1cn2ccccc2n1	i	-0.24
COc1ccc(C)cc1NC(=O)C(Sc1nnc(Nc2cc(C)ccc2OC)s1)c1ccccc1 (stereo unspecified)	i	0.56

Continued.
SMILES	KCNQ2 inh	Kir21 inh
COc1ccc(C(=O)Nc2ccc(NC(=O)c3ccccc3F)cn2)cc1	i	0.1
COc1ccccc1C(=O)NNC(=O)c1ccc(C)cc1	i	1.17
Cc1cc(C(=O)N/N=C/c2cccnc2)c(C)o1	i	2.41
Cc1ccc(N2C(=O)/C(=C/c3ccco3)SC2=S)cc1	i	1.58
COc1ccc(N(C(=O)Cn2nnc(-c3ccc(Cl)cc3)n2)C(C(=O)NCC2CCCO2)c2ccncc2)cc1 (stereo unspecified)	i	0
N#Cc1ccccc1COC(=O)c1cc(=O)c2ccccc2o1	i	0.63
COc1cc(OC)cc(C(=O)OCC(=O)NC(C)CCc2ccccc2)c1 (stereo unspecified)	i	-1.16
O=C(Nc1cccc(Cl)c1)Nc1nnc(CSCCOc2ccc(Cl)cc2)s1	i	0.55
CC(C)(C)c1ccc(OCC(=O)Nc2ccc(C(=O)Nc3ccccc3C(=O)O)cc2)cc1	i	0.12
COc1cc(C(=O)NC(=S)Nc2ccc([N+](=O)[O-])cc2)cc(OC)c1OC	i	1.74
COc1ccc(-c2nc(NC(=O)Cn3c(=O)oc4ccccc43)sc2C)cc1	i	-1.77
N=C(N)c1ccc(/C=C/c2ccc(C(=N)N)cc2O)cc1	i	-0.56
O=c1[nH]n2c(C(F)(F)F)cc(C3CC3)nc2c1N=Nc1ccccc1	i	0.44
Nc1ccc(Cl)cc1/C(=N/O)c1ccccc1	i	-0.6
COc1ccccc1C(=O)C1CCCN(Cc2ccc3c(c2)OCCO3)C1 (stereo unspecified)	i	-0.31
COc1ccc(CNc2nnnn2C)cc1	i	-1.73
C=CCNC(=O)c1sc(SC)cc1-c1ccc(Cl)cc1	i	1.59
O=C(O)CCC(=O)Nc1ccc(Cc2ccc(NC(=O)CCC(=O)O)cc2)cc1	i	-0.3
Cc1ccc(CNC(=O)COC(=O)c2cnccn2)cc1	i	-0.93
O=C(CCNS(=O)(=O)c1ccc(Cl)cc1)NCc1cccs1	i	1.69
O=C(CNC(=O)c1ccc(Cl)cc1)c1ccc(Br)cc1	i	1.1
CCC1(COC(NC(=O)c2cccnc2)(C(F)(F)F)C(F)(F)F)COC1	i	0
Cc1c(C(=O)NCc2ccco2)cccc1[N+](=O)[O-]	i	0.18
COc1ccc(/C(O)=C2/C(=O)C(=O)N(CC3CCCO3)C2c2ccc(O)c(OC)c2)cc1 (stereo unspecified)	i	1.76
O=C(NC1CCCCCC1)c1ccc2nc3cc(Cl)ccc3c(=O)n2c1	i	-0.92
(cont.)
SMILES	KCNQ2 inh	Kir21 inh
Clc1cccc(-c2nc(NCC3CCCO3)c3ccccc3n2)c1 (stereo unspecified)	i	0
O=C(Nc1ccccc1)c1ccc2nc(-c3ccco3)c(-c3ccco3)nc2c1	-6.49*	0.94
N#C/C(=C\c1ccc(OC(=O)c2ccc(Cl)s2)cc1)c1nc2ccccc2[nH]1	i	-0.28
COc1ccc(C(=O)N=c2sc3ccccc3n2C)cc1	i	0.25
COc1cc(N=c2ssnc2Cl)c(OC)cc1Cl	i	-1.58
CCC(Sc1nc(=O)cc(N)n1-c1ccccc1)C(=O)Nc1cc(C)on1 (stereo unspecified)	i	0.31
CC(OC(=O)C1CCN(S(=O)(=O)c2ccc(Cl)cc2)CC1)C(=O)N1CCc2ccccc21 (stereo unspecified)	i	-2.92
CCn1c(SCC(=O)N2CCCC(C)C2)nc2c1c(=O)n(C)c(=O)n2C (stereo unspecified)	i	0.92
COc1ccc(NC(=O)c2cc(CC(C)C)on2)cc1OC	i	1.12
COc1cccc(Oc2nccc(N(C)C)c2C#N)c1	i	-2.88
CCc1nc2ccccc2c(=O)n1NC(=O)c1c(O)c2cccc3c2n(c1=O)CCC3	i	0.02
O=C(Nc1ccc2c(c1)OCCO2)c1cncc(Br)c1	i	-3.82
CCOCCCNC(=O)c1c[nH]c2ccc(C)cc2c1=O	i	0.61
Cc1ccc(-c2noc(CCC(=O)Nc3ccccc3C)n2)cc1	i	0.39
CCCCCCCC(=O)Nc1cc(C(=O)NCc2ccc(C)cc2)ccc1N1CCC2(CC1)CC(c1ccccc1)=NO2	i	-0.58
CCOC(=O)c1ccc(NC(=O)CCc2nnc3ccc(N4CCCC4)nn23)cc1	i	-3.71
COc1ccc(S(=O)(=O)N2CCCCC2)cc1NC(=S)Nc1cccc(Cl)c1C	i	-0.48
CN(C)C=NC(=O)c1[nH]c2ccc(Cl)cc2c1-c1ccccc1	i	1.96
Cc1cc(F)ccc1S(=O)(=O)N1CCCOC1CNC(=O)C(=O)NCCCN1CCOCC1 (stereo unspecified)	i	0.52
CCCCn1c(SCC(=O)Nc2ccc(NC(C)=O)cc2)nc2ccccc2c1=O	i	-0.05
O=c1cc(-c2ccccc2)[nH]c2[nH]n(-c3ccccc3)c(=O)c12	i	0.01
O=C(CSc1nnc(NC(=O)C2CC(=O)N(c3ccccc3)C2)s1)NCC1CCCO1 (stereo unspecified)	i	-0.3
